TrxR1 substrate: qHTS Assay for Substrates of Mammalian Selenoprotein Thioredoxin Reductase 1 (TrxR1): qHTS; actives 0.01% (n = 390,000); purified TrxR1 substrate turnover, NADPH consumption readout; AID 588456, 2011; Potency, µM (series often up to 114 µM), without a hit: at the highest dose activity change, negative = substrate turnover; also: % is scaled to controls: 0 for no effect and ±100 for the full control effect; nearly all actives have a fitted effect of over 50% in size
Target sequence (O89049 whole entry, looked up): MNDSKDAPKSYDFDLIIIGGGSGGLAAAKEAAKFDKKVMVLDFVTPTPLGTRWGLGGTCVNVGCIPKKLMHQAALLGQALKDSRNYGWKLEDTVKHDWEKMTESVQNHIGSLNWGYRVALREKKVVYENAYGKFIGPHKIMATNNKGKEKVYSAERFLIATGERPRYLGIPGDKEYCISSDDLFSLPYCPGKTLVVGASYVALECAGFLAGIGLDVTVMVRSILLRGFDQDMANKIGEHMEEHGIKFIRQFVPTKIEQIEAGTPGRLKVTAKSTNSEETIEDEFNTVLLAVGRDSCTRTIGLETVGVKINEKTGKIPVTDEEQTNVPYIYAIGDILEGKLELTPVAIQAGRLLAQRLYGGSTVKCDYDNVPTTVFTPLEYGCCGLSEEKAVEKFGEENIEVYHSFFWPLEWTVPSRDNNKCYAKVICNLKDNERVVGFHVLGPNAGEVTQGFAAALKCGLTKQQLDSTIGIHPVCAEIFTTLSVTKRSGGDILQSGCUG
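Rat TrxR1, dispensed at 90 nM, was prereduced with 400 uM NADPH (final) for 5 min at ~22 deg C, then incubated with compound 15 min before 400 uM selenite. A first-read NADPH fluorescence drop versus no-compound background flagged substrates.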
TrxR1 inh: qHTS Assay for Inhibitors of Mammalian Selenoprotein Thioredoxin Reductase 1 (TrxR1): qHTS; Potency, µM (series often up to 114 µM), for inactives: at the highest dose activity change, negative = inhibition, most hits filed as inhibitors; Thioredoxin reductase 1, cytoplasmic (Rattus norvegicus), O89049; AID 588453, 2011; recombinant rTrxR1, NADPH fluorescence consumption, selenite substrate; actives 1% (n = 390,000); also: % is scaled to controls: 0 for no effect and ±100 for the full control effect; nearly all actives have a fitted effect of over 65% in size
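Rat TrxR1 (90 nM in the dispensed reagent) was pre-reduced with 400 uM NADPH for 5 min at room temperature, then incubated with compound for 15 min. After 400 uM selenite was added, NADPH fluorescence (Ex 340/Em 450 nm) was followed for 8 min.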
Vif-APOBEC3G blk: qHTS for Inhibitors of Vif-A3G Interactions: qHTS. AID 602310, 2012. Potency, µM (top dose mostly 46.1 µM), for the others: at the highest dose activity, negative = active, hits mostly inhibitors. HeLa A3G-eYFP + Vif (tagged APOBEC3G with the HIV-1 protein that degrades it), YFP fluorescence, overnight. actives 0.076% (n = 410,000);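 also: % is scaled to controls: 0 for no effect and ±100 for the full control effect; nearly all actives have a fitted effect of over 60% in size; hits raise eYFP signal because A3G escapes Vif-driven loss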
Target sequence (Q9HC16 whole entry, looked up): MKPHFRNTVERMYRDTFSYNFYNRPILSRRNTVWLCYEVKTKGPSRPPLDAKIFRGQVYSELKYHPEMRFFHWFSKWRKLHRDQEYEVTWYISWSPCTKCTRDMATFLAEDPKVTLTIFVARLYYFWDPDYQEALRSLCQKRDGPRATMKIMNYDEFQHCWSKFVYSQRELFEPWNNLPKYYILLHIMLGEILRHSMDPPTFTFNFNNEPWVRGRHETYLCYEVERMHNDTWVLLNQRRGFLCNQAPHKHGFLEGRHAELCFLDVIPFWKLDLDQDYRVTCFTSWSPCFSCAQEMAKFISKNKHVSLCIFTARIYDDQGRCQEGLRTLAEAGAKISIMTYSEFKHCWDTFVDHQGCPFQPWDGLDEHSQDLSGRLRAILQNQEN
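Read-out is eYFP fluorescence (Ex 488/Em 500-530) from Vif-expressing HeLa A3G-eYFP cells; more signal means A3G escaped Vif-mediated degradation. Cells plated overnight, compound pinned in, incubated overnight at 37 deg C.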
RXFP1 ag: qHTS Assay for Agonists of the Relaxin Receptor RXFP1; HEK293T-RXFP1 cAMP TR-FRET, 30 min; response scale: percent of porcine relaxin response, buffer zero; actives 0.3% (n = 370,000); Potency, µM (top dose mostly 57.5 µM), inactives show at the highest dose activation, usual class: activators; also: % is scaled to controls: 0 for no effect and ±100 for the full control effect; nearly all actives have a fitted effect of over 60% in size; many of its hits are not listed in these tables
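cAMP rise read by TR-FRET after 30 min, 37C compound exposure (up to 58 uM) in RXFP1-transfected HEK293 cells with Ro 20174 present. EC50 from Hill-equation fits, with 29 nM porcine relaxin as 100% and buffer as basal.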
RGS4 inhibitor: Inhibitors of Regulator of G Protein Signaling (RGS) 4: qHTS | Regulator of G-protein signaling 4 (Homo sapiens), P49798 | Transcreener GDP fluorescence polarization, RGS4-accelerated GTP hydrolysis | Potency, µM (doses to about 114 µM), for the others: at the highest dose activity change, negative = inhibition, actives largely listed as inhibitors | actives 0.039% (n = 390,000); also: % is scaled to controls: 0 for no effect and ±100 for the full control effect; nearly all actives have a fitted effect of over 75% in size; some results filed as inactive show a strong effect at the top dose
Target sequence (P49798 whole entry, looked up): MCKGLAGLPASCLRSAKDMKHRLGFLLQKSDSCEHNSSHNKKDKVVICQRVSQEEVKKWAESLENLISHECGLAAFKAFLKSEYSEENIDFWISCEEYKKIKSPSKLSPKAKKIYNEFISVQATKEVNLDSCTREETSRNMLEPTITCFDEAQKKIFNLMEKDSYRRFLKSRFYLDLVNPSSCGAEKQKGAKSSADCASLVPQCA
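MLSMR compounds (23 nl, pin-transferred) preincubated 10 min at room temperature with a 500nM (2x) first reagent, then RGS4 at 900nM (2x) plus Transcreener GDP mix added; fluorescence polarization (620/688 nm) read before and after 90 min at 30 °C.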
IDH1 R132H inh: qHTS for Inhibitors of mutant isocitrate dehydrogenase 1 (IDH1): qHTS; Isocitrate dehydrogenase [NADP] cytoplasmic (Homo sapiens), O75874; IDH1-R132H enzyme, NADPH consumption, diaphorase/resazurin fluorescence; Potency, µM (series often up to 76.6 µM), for inactives: top-dose activity change, negative = inhibition, most hits filed as inhibitors; actives 0.093% (n = 390,000); AID 602179, 2012; also: % is scaled to controls: 0 for no effect and ±100 for the full control effect; nearly all actives have a fitted effect of over 65% in size
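IDH1-R132H (0.5 ug/mL dispensed) in pH 7.5 Tris buffer was preincubated 30 min with compound, then given a substrate mix of 0.016 mM NADPH and 2 mM alpha-KG for 80 min at room temperature; remaining NADPH was read by diaphorase/resazurin fluorescence.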
USP1 inh: Inhibitors of USP1/UAF1: Primary Screen | Ubiquitin carboxyl-terminal hydrolase 1 (Homo sapiens), O94782 | recombinant USP1/UAF1, Ub-Rhodamine cleavage fluorescence | Potency, µM (top dose mostly 57.1 µM), inactives show top-dose activity change, negative = inhibition, usual class: inhibitors | actives 0.23% (n = 390,000) | AID 743255, 2014; also: % is scaled to controls: 0 for no effect and ±100 for the full control effect; nearly all actives have a fitted effect of over 60% in size; inactives centre near -12
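High-throughput fluorogenic screen: 1nM USP1/UAF1 complex, Ub-Rho substrate 150nM final, 50mM HEPES pH 7.8 with 0.5mM EDTA, 0.1 mg/ml BSA, 1mM TCEP and 0.01% Tween-20.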
ALOX12 inh: Primary qHTS assay for inhibitors of human arachidonate 12S-lipoxygenase (ALOX12): Round 2; actives 1.1% (n = 580,000); Potency, µM (highest dose often 108 µM), for inactives: at the highest dose activity change, negative = inhibition, hits mostly inhibitors; purified 12hLO, xylenol orange hydroperoxide absorbance; also: % is scaled to controls: 0 for no effect and ±100 for the full control effect
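Purified human 12hLO (150 nM final) in 25 mM Hepes, 0.01% Triton X-100, pH 7.0 was preincubated 15 min at room temperature with compound. Then 40 uM arachidonic acid was added, 30 min. Hydroperoxide was read by Fe-XO absorbance ratio 573/405 nm.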
Vif-APOBEC3F blk: qHTS for Inhibitors of Vif-A3F Interactions: qHTS; HeLa A3F-eYFP + Vif (tagged APOBEC3F with the HIV-1 protein that degrades it), YFP fluorescence increase; actives 0.2% (n = 390,000); Potency, µM (titrated, usually from 46.1 µM), for inactives: at the highest dose activity, negative = active; also: % of control where 0% means no effect; nearly all actives have a fitted effect of over 65% in size
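Fluorescence increase (Ex 488/Em 500-530) after overnight compound treatment at 37 deg C flags inhibition of Vif-driven A3F-eYFP loss in stable HeLa A3F-eYFP/Vif cells seeded overnight beforehand.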
Active calls of the source: *; ? = inconclusive; . = no result given; & = joins results of further samples; [ ] = another dose, or the depositor's remark. Calls follow the shape of the dose curve; as a rule, active = well fitted curve in the direction sought with a large enough effect; inconclusive = small, poorly fitted or top-dose-only effect, or another doubt; inactive = no such curve, though single readings can be large; an effect the other way counts as inactive or inconclusive. Potency is read from the fitted curve at half-maximal effect. Not all compounds are listed, so the mix of outcomes need not match the whole.

SMILES,Vif-APOBEC3G blk,RGS4 inhibitor,ALOX12 inh,IDH1 R132H inh,USP1 inh,RXFP1 ag,Vif-APOBEC3F blk,TrxR1 inh,TrxR1 substrate
Cc1ccc([C@@H]2[C@@H]3C(=O)N(C)C(=O)[C@@H]3[C@]3(C)C(=O)N(CCO)CC(=O)N23)o1,-1%,-12%,20%,-2%,-26%,1.0%,-1%,?,2%
CCC1=Nc2cc(C(=O)NCCCN3CCN(C)CC3)ccc2Sc2ccccc21,4%,3%,1%,3%,-23%,-1.0%,-7%,11%,1%
COc1ccc(CNC(=O)CN=C2NC(=O)C(c3ccccc3)(c3ccccc3)N2)cc1,1%,11%,2%,-3%,-16%,-0.5%,8%,1%,-2%
CCOc1cc(/C=N/n2cnnc2)c(Br)cc1O,0%,-15%,-14%,6%,-10%,-1.2%,7%,4%,-1%
Cc1ccc(Sc2cc(Cl)nc(N)n2)cc1,-1%,8%,8%,-3%,-17%,2.3%,-4%,27%[57.1 µM],11%[57.1 µM]
COc1ccc(/C=N/n2c(-c3cc(C)[nH]n3)n[nH]c2=S)cc1,2%,9%,?,-1%,14%,-2.3%,3%,-28%[57.1 µM],2%[57.1 µM]
CSc1ccc(S(=O)(=O)N(CC(=O)NN=C2CCN(C)CC2)c2ccc(C)cc2)cc1,1%,10%,-1%,-6%,-2%,-0.2%,3%,2%,0%
O=C(Nc1c(C(=O)Nc2cccc3ccccc23)cnn1-c1ccccc1)c1ccco1,-7%,2%,8%,7%,-1%,-0.9%,-8%,24%,13%
O=C(CC1C(=O)N(c2ccccc2)C(=O)N1CCc1cccs1)Nc1ccc(Cl)cc1 (stereo not given),-1%,1%,?,-22%,-22%,-3.2%,0%,0%,-6%
CCOC(=O)c1ccc(NC(=O)c2nsc3ccccc23)cc1,.,-30%,45µM*,.,-21%,2.5%,.,17%,5%
O=C(NCCC1CCCCN1S(=O)(=O)c1cccs1)C(=O)Nc1ccc(F)cc1F (stereo not given),?,1%,6%,12%,0%,0.2%,-16%,-1%,-7%
CC(C)(C)c1cc(C(=O)CCN2CCOCC2)cc(C(C)(C)C)c1O,-20%,?,?,4%,-10%,-0.4%,8%,?,13%[57.1 µM]
CC1CC(C)CN(S(=O)(=O)c2ccc(C(=O)N3CCOCC3)cc2)C1 (stereo not given),1%,28%,5%,-2%,-10%,0.1%,6%,-8%,-6%
Cc1ccc(C(=O)NCc2cccs2)cc1S(=O)(=O)N1CCCCC1,0%,17%,5%,2%,-14%,0.5%,-8%,11%[11.4 µM],6%[11.4 µM]
Cc1cccc(CC2SC(N3CCN(c4ccccc4)CC3)=NC2=O)c1 (stereo not given),-2%,17%,-15%,1%,-4%,0.4%,-8%,6%,1%
Cc1oc(-c2cccs2)nc1CN1CCC(CO)(CCOc2ccccc2)CC1,0%,7%,13%,-9%,-10%,0.3%,16%,-15%,-9%
COc1ccc(OC)c(NC(=O)C(=O)N/N=C/c2ccccc2[N+](=O)[O-])c1,-3%,-20%,-7%,-1%,-6%,0.4%,-1%,6%,-1%
Cc1ccc(CN(C)C(=O)c2ccc(NS(=O)(=O)c3ccc4[nH]c(=O)[nH]c4c3)cc2)cc1,-5%,5%,-19%,-3%,-18%,-0.1%,1%,10%,2%
COc1ccc(Nc2ncnc3c2cnn3Cc2ccc(C)cc2)cc1,4%,8%,?,0%,-9%,-0.2%,-9%,-4%[57.1 µM],-9%[57.1 µM]
COc1cc(NC(=O)C(=O)Nc2ccc3nc4n(c(=O)c3c2)CCCCC4)cc(OC)c1OC,-3%&-1%,18%&9%,-14%&-9%,5%&-8%,-4%&-17%,-6.5%&3.5%,-12%&-2%,11%&13%,3%&5%
Cc1cc(NC2CCCCC2)nc(N2CCOCC2)n1,1%,-1%,25%,0%,-2%,-1.7%,-16%,19%,-5%
C[C@]12CCC[C@H](O1)[C@H]([C@@H](O)c1ccccc1)O2,1%,27%,.,1%,?,0.7%,-20%,28%,4%
Cc1ccc(CN2CCC(=O)N2)cc1,6%,32%,.,-6%,-4%,-0.1%,0%,6%,-2%
O=S1(=O)N=C(Nc2ccc(S(=O)(=O)N3CCCCC3)cc2)c2ccccc21,-1%,-20%,?,1%,-22%,0.0%,-3%,3%,10%
Cc1nc2ccccc2c(=O)n1NC(=O)c1cccc([N+](=O)[O-])c1,2%,22%,1%,16%,-18%,0.2%,-5%,13%[57.1 µM],5%[57.1 µM]
CCn1c2ccccc2c2cc(NC(=O)Cc3ccc(S(=O)(=O)N4CCOCC4)s3)ccc21,-1%,-30%,0%[57.4 µM],-1%,-8%,0.1%,-4%,15%[57.1 µM],9%[57.1 µM]
Cc1cccc(NC(=O)CSc2nccn2Cc2ccco2)c1,1%,15%,?,5%,-3%,-0.2%,-29%,-6%,-4%
O=C(O)C(c1ccccc1)N1CCCC1 (stereo not given),1%,-11%,-23%,-3%,-21%,1.5%,-4%,-6%,-4%
CCOC(=O)c1ccccc1NC(=O)C1CC(=O)N(C(C)(C)C)C1 (stereo not given),5%,-8%,11%,7%,-17%,-0.6%,5%,23%,10%
CCOC(=O)C(C)Sc1ccc2nnc(CCNS(=O)(=O)c3ccccc3)n2n1 (stereo not given),-2%&3%,-8%&11%,8%&-15%,-2%&0%,-4%&-20%,6.1%&6.6%,-9%&3%,-7%[57.1 µM],-3%&4%

Among those listed so far, these contain a furan ring, fused or not:
SMILES,Vif-APOBEC3G blk,RGS4 inhibitor,ALOX12 inh,IDH1 R132H inh,USP1 inh,RXFP1 ag,Vif-APOBEC3F blk,TrxR1 inh,TrxR1 substrate
Cc1ccc([C@@H]2[C@@H]3C(=O)N(C)C(=O)[C@@H]3[C@]3(C)C(=O)N(CCO)CC(=O)N23)o1,-1%,-12%,20%,-2%,-26%,1.0%,-1%,?,2%
O=C(Nc1c(C(=O)Nc2cccc3ccccc23)cnn1-c1ccccc1)c1ccco1,-7%,2%,8%,7%,-1%,-0.9%,-8%,24%,13%
Cc1cccc(NC(=O)CSc2nccn2Cc2ccco2)c1,1%,15%,?,5%,-3%,-0.2%,-29%,-6%,-4%

(cont.)
SMILES,Vif-APOBEC3G blk,RGS4 inhibitor,ALOX12 inh,IDH1 R132H inh,USP1 inh,RXFP1 ag,Vif-APOBEC3F blk,TrxR1 inh,TrxR1 substrate
C=CCn1c(=O)c2c(nc3n2CC(C)CN3c2cccc(OC)c2)n(C)c1=O (stereo not given),0%,-16%,-20%,-1%,?,0.0%,-2%,15%,5%
COc1ccc(C(=O)Cn2c(NCCCO)nc3ccccc32)cc1,-1%,.,-24%,-1%,-8%,.,0%,.,.
Cc1ccc(NCc2nnc(SCC#N)o2)c(C)c1,-1%,-3%,11%,3%,-9%,2.7%,1%,6%[2.29 µM],5%[2.29 µM]
NC(=O)CC(NC(=O)Cc1ccc(Cl)cc1)c1ccc(NC2CCCCCCC2)c([N+](=O)[O-])c1 (stereo not given),-5%,3%,3%,-5%,14%,-3.3%,4%,18%[57.1 µM],-7%
Cc1csc(SCC(=O)Nc2sc3c(c2C#N)CCC3)n1,?,-31%,348%[activator],10%,-8%,1.6%,-1%,-32%,-12%
CCCC1OC(c2cc3c(cc2Cl)OCO3)OCC1CC (stereo not given),-1%,-3%,-3%,7%,-17%,.,-1%,19%,4%
CCCCc1ccc(NC(=O)Nc2cccnc2)cc1,-7%,10%,0%,-4%,-14%,1.3%,0%,13%,-8%
O=C(Cn1cnc2c(nnn2-c2ccccc2)c1=O)NCc1ccco1,0%,-28%,28%,1%,-29%,5.6%,1%,2%[57.1 µM],5%[57.1 µM]
O=C1CCCc2ccccc2N1Cc1ccccc1,1%,-13%[56.9 µM],8%,12%,-15%,0.3%,1%,12%,2%
CC(=O)C[C@H]1c2ccccc2S(=O)(=O)N1C1CCCC1,2%&-2%,6%,-50%,-9%,-15%,.,1%,19%&13%,3%&3%
COc1ccc(C(=O)NCC(=O)N/N=C(\C)Cc2ccccc2)cc1,0%,-5%,-8%,0%,-19%,0.2%,0%,29%,1%
O=C(C1CCN(S(=O)(=O)N2CCCCC2)CC1)N1CCCCC1,1%,4%,10%,4%,-15%,-0.8%,5%,-5%,-6%
O=[N+]([O-])c1ccc(Cc2ccc([N+](=O)[O-])cc2)cc1,3%,17%,-1%,4%,0%,.,-1%,0%,6%
Cc1ccccc1/C=C/c1nc2ccccc2c(=O)n1Cc1ccccc1,-6%,-11%,3%,6%,-7%,-0.9%,-10%,-8%,-10%

Assay outcomes (PubChem)
